# Compound activity as filed in PubChem.
# inhibitors of VEEV – inhibitors of VEEV TC-83 cytopathic effect, confirmation, Vero cells (AID 588727). Vero cells, VEEV TC-83 cytopathic effect inhibition; higher % means a stronger effect. inhibition, % at 20 µM, or IC50 in µM where a hit was titrated. 350,000 tested, 0.13% active; in the data active = a potency from the dose series; inconclusive = inhibition mostly from about 14% at the one dose, without a potency; inactive = the rest, 99 in 100 with inhibition below about 12%; note: strong numbers were not always called active
# PhoP GFP inhibition – PhoP regulon inhibitors, Salmonella typhi PhoP promoter GFP reporter, confirmatory (AID 1850). Salmonella Typhi PhoP-promoter GFP reporter, fluorescence, 4 h; higher % means a stronger effect. inhibition, % at 50 µM, or IC50 in µM where a hit was titrated. 310,000 tested, 0.33% active; in the data active = a potency from the dose series; inconclusive = inhibition mostly from about 25% at the one dose, without a potency; inactive = the rest, 99 in 100 with inhibition below about 19%;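 note: 0% = induced wells with vehicle and 100% = uninduced wells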
# tuberculosis growth – growth inhibition of non-replicating M. tuberculosis (AID 488890) | Mycobacterium tuberculosis non-replicating, growth inhibition; higher % means a stronger effect | inhibition, % at 25 µM, or IC50 in µM where a hit was titrated | 320,000 tested, 0.39% active; in the data active = a potency from the dose series; inconclusive = inhibition mostly from about 82% at the one dose, without a potency; inactive = the rest, 99 in 100 with inhibition below about 76%;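 note: plate controls were DMSO cells for no effect and high antibiotic wells for full effect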
# M. tuberculosis HTS – M. tuberculosis growth inhibition, HTS (AID 449762); M. tuberculosis H37Rv growth inhibition, 7H9 media; higher % means a stronger effect; inhibition, % at 25 µM; hits with a dose series show IC50 in µM; 330,000 tested, 0.59% active; in the data active = a potency from the dose series; inconclusive = inhibition above about 70% without an active follow-up result;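 note: bacterial growth assessed after seven days of incubation; strong numbers were not always called active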
# influenza NS1A – H1N1 influenza NS1A inhibitors, functional cell based assay (AID 504329); NS1A functional cell-based assay, percent inhibition; higher % means a stronger effect; inhibition, % at 12.5 µM, or IC50 in µM where a hit was titrated; 340,000 tested, 0.3% active; in the data active = a potency from the dose series; inconclusive = inhibition above about 27% without an active follow-up result; note: strong numbers were not always called active
# inhibitors of VEEV 10K pilot screen – also measured in inhibitors of VEEV; calls as there; inhibition, %; measured here: 10K pilot screen inhibition
# * marks the source's active call; other numbers are inactive results; i = inactive; u = inconclusive; x = not tested or not shown; & = joins results of further samples.
SMILES,inhibitors of VEEV,PhoP GFP inhibition,tuberculosis growth,M. tuberculosis HTS,influenza NS1A,others
C[C@@H]1CN(c2nc3nonc3nc2N2CCSCC2)C[C@H](C)O1,0.3%,-12%,-1%,0%,x,
c1ccc(-n2nnnc2SCc2cn3ccccc3n2)cc1,0.5%,-3%,-2%,1%,6%,
Cc1[nH]c2ccccc2c1C(=O)C(=O)N1CC2CC(C1)c1cccc(=O)n1C2 (stereo not drawn),0.0%,11%,1%,5%,4%,
C=C(C)CCC(C)N1CCC(n2nccc2NC(=O)CCCc2ccccc2)CC1 (stereo not drawn),3.8%,-4%,24%,10%,-10%,
CCOc1ccc(-c2nnc3ccc(SCC(=O)Nc4nc5ccc(C)cc5s4)nn23)cc1,4.1%,5%,21%,11%,-12%,
Cc1nc(S(=O)(=O)c2ccc(Cl)cc2)c(N(C)C)o1,0.6%,-2%,-7%,4%,-1%,
CCn1cc(SCC(=O)NC2CCCC2)c2ccccc21,5.8%,3%,11%,-1%,0%,
Cc1ccc2[nH]c(=S)n(-c3cccnc3)c(=O)c2c1,i,9%,-2%,-9%,x,
CCC(c1nnnn1CCOC)N1CCN(c2cccc(C(F)(F)F)c2)CC1 (stereo not drawn),0.5%,6%,22%,-1%,-10%,
O=C(CSc1nnc(COc2ccccc2)o1)Nc1nccs1,3.0%,-8%,0%,-1%,24%,
O=CN(/C=C1\Sc2ccccc2C1=O)Cc1ccccc1,0.1%,0%,17%,12%,0%,
COc1cccc(CN2CCNC(=O)C2CC(=O)N(C)CCc2ccccn2)c1 (stereo not drawn),i,11%,-1%,-5%,-2%,
CCN(C(=O)COC(=O)CCS(=O)(=O)c1ccc(C)cc1)C1CCS(=O)(=O)C1 (stereo not drawn),i,-10%,-7%,-14%,-12%,
CCOc1ccccc1C(=O)Nc1cccc2ccccc12,0.5%,-4%,67%,u,-14%,
CN(C)CCNC(=O)COc1ccc(C23CC4CC(CC(C4)C2)C3)cc1,54%,9%,u,28%,3%,
C=CCOc1c(Br)cc(/C=N\n2nnnc2N)cc1OC,2.1%,-2%,21%,-13%,1%,
CC(C)(C)OC(=O)n1cc(/C=N/NC(=O)c2ccco2)c2ccccc21,8.1%,-5%,-11%,-9%,5%,
CC(=NNC(=O)c1ccncc1)c1cc(Cl)ccc1Cl,1.6%,x,x,x,-16%,
C/C(=N\NC(=O)c1ccccc1)c1ccccc1F,0.0%,-7%,u,9%,1%,
O=C(c1c(F)cccc1F)N1CCN(c2ncc(Br)cn2)CC1,0.1%,-1%,1%,-4%,-1%,
CCN(c1ccccc1)S(=O)(=O)c1ccc(Cl)nc1,9.5%,0%,2%,-3%,8%,
COCCN(C(=O)c1ccc2c(c1)C(=O)N(c1ccccc1Cl)C2=O)c1c(N)n(CC(C)C)c(=O)[nH]c1=O,2.4%,x,x,x,-5%,
CCC(C)C(=O)Nc1nnc(SCC(=O)NC2CCCCC2)s1 (stereo not drawn),2.8%,-5%,12%,-2%,13%,
O=C(CN1CCN(S(=O)(=O)N2CCCCC2)CC1)Nc1cc(Cl)ccc1Cl,0.9%,-9%,-6%,-2%,0%,
O=C(Cn1c2c(c(=O)n3ncnc13)CCC2)N/N=C/c1cccs1,6.6%,9%,-5%,-5%,x,
CCNC(=S)Nc1cccc(S(=O)(=O)NC2=NCCC2)c1,i,4%,22%,-14%,-2%,
C/C=C/Cn1c(SCc2ccccc2)nc2c1c(=O)[nH]c(=O)n2C,8.5%,-2%,7%,1%,-1%,
CCOC(=O)C(Oc1ccc(=O)[nH]n1)C(C)=O (stereo not drawn),1.9%,1%,1%,-3%,11%,
CN(C)c1nc(N)c([N+](=O)[O-])c(NCc2ccccc2)n1,0.7%,-7%,-6%,1%,-5%,inhibitors of VEEV 10K pilot screen=1.8
CC(C)CCn1c(=O)c2ccccc2n2c(CCl)nnc12,u,2%,u,u,-1%,
Cc1cccn2cc(CNC(=O)CC3CCCC3)nc12,1.2%,-6%,1%,-8%,-15%,
CC(C)C1=CC(=Nc2ccc(S(N)(=O)=O)cc2)C=C(C(C)C)C1=O,7.0%,-1%,u,10%,6%,
COc1ccc(S(=O)(=O)NC(CC(=O)N2CCc3ccccc32)c2ccco2)cc1 (stereo not drawn),5.3%,8%,13%,-6%,2%,
CCN1C(=O)C(=O)N(CC(=O)c2cc(C)n(C3CC3)c2C)C1=O,0.1%,x,-13%,10%,-1%,
Cn1cc(SCC(=O)N2CCCc3ccccc32)c2ccccc21,8.5%,-10%,13%,-2%,6%,
COCc1c(C(=O)N/N=C/C2CC=CCC2)nnn1-c1nonc1N (stereo not drawn),2.0%,-3%,-8%,-3%,-7%,
COc1ccc(C)cc1NC(=O)C1CCN(S(=O)(=O)c2cccc3cccnc23)CC1,9.6%,8%,25%,5%,-10%,
COCCn1c(SCC#N)nnc1-c1ccccc1O,1.4%,6%,9%,-1%,3%,
OCCC1CN(Cc2ccccc2O)CCN1CCCc1ccccc1 (stereo not drawn),i,-7%,14%,1%,8%,
O=C1c2ccccc2CSc2c(O)cccc21,2.0%,15%,41%,4%,x,

# 7 consecutive entries from above:
SMILES,inhibitors of VEEV,PhoP GFP inhibition,tuberculosis growth,M. tuberculosis HTS,influenza NS1A,others
CCN1C(=O)C(=O)N(CC(=O)c2cc(C)n(C3CC3)c2C)C1=O,0.1%,x,-13%,10%,-1%,
Cn1cc(SCC(=O)N2CCCc3ccccc32)c2ccccc21,8.5%,-10%,13%,-2%,6%,
COCc1c(C(=O)N/N=C/C2CC=CCC2)nnn1-c1nonc1N (stereo not drawn),2.0%,-3%,-8%,-3%,-7%,
COc1ccc(C)cc1NC(=O)C1CCN(S(=O)(=O)c2cccc3cccnc23)CC1,9.6%,8%,25%,5%,-10%,
COCCn1c(SCC#N)nnc1-c1ccccc1O,1.4%,6%,9%,-1%,3%,
OCCC1CN(Cc2ccccc2O)CCN1CCCc1ccccc1 (stereo not drawn),i,-7%,14%,1%,8%,
O=C1c2ccccc2CSc2c(O)cccc21,2.0%,15%,41%,4%,x,

# (listing goes on)
SMILES,inhibitors of VEEV,PhoP GFP inhibition,tuberculosis growth,M. tuberculosis HTS,influenza NS1A,others
O=C(Nc1cccc2ncccc12)C(Cl)(Cl)Cl,2.2%,3%,22%,2%,-4%,
Cc1ccccc1Nc1n[nH]c(C)c1[N+](=O)[O-],0.8%,-6%,-13%,-14%,-4%,
CCOC(=O)N1CCN(C(=S)Nc2cccc(C)c2C)CC1,i,-1%,-25%,1%,-4%,
O=C(CCN1C(=O)/C(=C/c2ccccc2Cl)SC1=S)NC1=NCCS1,1.5%,-2%,-5%,6%,-3%,inhibitors of VEEV 10K pilot screen=3.1
O=c1c2ccccc2c(-c2ccc(O)cc2)nn1-c1cccc(C(F)(F)F)c1,13%,-4%,41%,17%,5%,
O=C(NC1CCCC1)c1cnn2c(C(F)(F)F)cc(-c3ccco3)nc12,i,-6%,27%,1%,1%,inhibitors of VEEV 10K pilot screen=7.6
Cc1nc(NCCc2ccc(F)cc2)c(C#N)c(C)c1[N+](=O)[O-],2.3%,-6%,24%,-3%,-3%,
Cc1nc(SCC(=O)Nc2cccc(Cl)c2)n[nH]1,0.1%,-7%,-4%,-5%,-19%,
Cc1cccn2c(=O)c(/C=C(\C#N)S(=O)(=O)c3ccccc3)c(N3CCC(C(N)=O)CC3)nc12,1.1%,-16%,19%,8%,1%,
CCc1ccc(C(=O)Nn2cnc3ccccc3c2=O)cc1,1.2%,9%,-12%,8%,-19%,
O=C(NCC1CCCO1)c1cccc2c1C(=O)c1ccc(N3CCC(Cc4ccccc4)CC3)cc1S2(=O)=O (stereo not drawn),8.7%,x,60%,2%,-6%,
CCCn1c(N)c(C(=O)COC(=O)CNC(=O)c2ccc(C)c(C)c2)c(=O)n(C)c1=O,0.5%,x,-1%,-7%,-11%,
Cc1cc(C)c(C(N)=O)c(Nc2cccc(Cl)c2)n1,0.9%,3%,-4%,7%,2%,
Cc1nc2c(sc3nc4c(cc32)COC(C)(C)C4)c(=O)n1Cc1ccccc1,3.6%,3%,8%,-4%,-6%,
Cc1ccc(C)n1-c1ccc(C(=O)N2CCC(C(N)=O)CC2)cc1,i,x,x,x,2%,
Cc1ccc(NC(=O)Cn2ccc(=O)[nH]c2=O)cc1,0.6%,-12%,-8%,0%,-3%,
COc1ccc(S(N)(=O)=O)cc1C(=O)NCC1(N2CCCCC2)CCCCC1,6.8%,-8%,-12%,-3%,12%,
COc1ccc(C(=O)COC(=O)C(CCSC)NC(=O)COc2ccccc2)c(OC)c1 (stereo not drawn),1.4%,0%,31%,12%,-8%,
CC(C)C(c1nnnn1C1CCCC1)N1CCCCC1 (stereo not drawn),i,-5%,-13%,-6%,0%,
COC(=O)C(C)Sc1nc2c(c(-c3ccc(OC)cc3)c1C#N)-c1ccccc1C2=O (stereo not drawn),i,17%,-4%,2%,-1%,
COc1cc2c(cc1OC)C(c1ccccc1[N+](=O)[O-])N(C(C)=O)CC2 (stereo not drawn),0.5%,-9%,14%,-18%,1%,
O=c1[nH]nc(N/N=C/c2ccc(Cl)cc2Cl)c(=O)[nH]1,0.8%,-3%,1%,3%,17%,
Cc1ccc2cc3cc(C(=O)NCCCN4CCCCCC4)oc3nc2c1,0.1%,-3%,62%,-1%,11%,
CS(=O)(=O)c1ccc(C(=O)NCC2(N3CCOCC3)CCCCC2)cc1,4.3%,x,3%,-2%,-2%,
Cn1c(Cl)c(C(=O)Nc2ccc(Cl)cc2)c2ccccc21,3.7%,7%,0%,8%,4%,
CCN(C(=O)COC(=O)/C=C/c1ccc(F)cc1)C1CCCCC1,0.4%,x,34%,7%,2%,
COc1cc2c(cc1OC)C(c1cccc(Cl)c1)CC(=O)N2 (stereo not drawn),0.7%,5%,3%,0%,-3%,
COC(=O)Cn1c2ccc(OC)cc2c2nc(C)sc21,1.9%,8%,21%,7%,-1%,
COCC(=O)NCc1ccc2c(c1)cc(C)n2C,0.1%,-8%,u,8%,6%,
COc1ccc(NC(=O)C(C)N2CCN(C)CC2)cc1 (stereo not drawn),i,-16%,-8%,3%,-6%,
c1ccc(C2=Nn3c(nnc3-c3cc(-c4ccccc4)n[nH]3)SC2)cc1,8.2%,-3%,-5%,2%,5%,
COc1cccc(C(=O)Nc2cc(S(=O)(=O)N3CCCCC3)ccc2OC)c1,6.0%,-25%,9%,5%,-3%,
Cc1ccc(OC(C)C(=O)O)cc1C (stereo not drawn),1.1%,-9%,10%,0%,0%,
COC(=O)N/N=C/c1cn(Cc2ccc(Cl)cc2Cl)c2ccccc12,0.1%,-8%,36%,3%,4%,
CC(C)(C)[C@]1(O)CCN2C[C@H]3c4ccccc4CCc4cccc(c43)[C@@H]2C1,i,-23%&5%,36%,9%,-6%,
COc1cccc(N/C(N)=N/c2nc(C)cc(=O)[nH]2)c1,1.3%,-2%,-4%,3%,-12%,
Cc1ccc2cc(CN(CCN3CCCC3)C(=O)Nc3ccc(F)cc3)c(=O)[nH]c2c1C,6.3%,2%,79%,5%,-23%,
CC(Oc1ccccc1)C(=O)Nc1ccc(S(=O)(=O)N2CCOCC2)cc1 (stereo not drawn),i,5%,9%,-1%,4%,
Cc1nn(-c2ccc(C(=O)O)cc2)c(C)c1Oc1ccccc1O,0.5%,-2%,4%,4%,-4%,
Cc1ccc(S(=O)(=O)CCC(=O)O)cc1C,1.1%,7%,-23%,-5%,-11%,
Cn1c(N)c(C(=O)COC(=O)CCc2nc3ccccc3s2)c(=O)n(C)c1=O,1.4%,4%,0%,0%,-7%,
Cc1cccc(NC(=O)N(Cc2cc3cc(C)ccc3[nH]c2=O)CC2COCCO2)c1 (stereo not drawn),7.5%,2%,22%,0%,3%,
CN(C)/C=C/C(=O)c1cnc2sccn2c1=O,0.1%,0%,-9%,-3%,-5%,
O=C(NCCCn1ccnc1)c1ccc2c(c1)OCCO2,5.0%,5%,-8%,-3%,-6%,
O=C1N=C(N2CCOCC2)CS1,0.2%,9%,0%,6%,-5%,
CC1CCN(S(=O)(=O)c2ccc(C(=O)Nc3ccccc3-c3nc4ccccc4[nH]3)cc2)CC1,i,-2%,8%,1%,26%,
O=C(CSc1nc(-c2ccco2)cc(C(F)(F)F)n1)NCCCN1CCOCC1,0.4%,-8%,3%,4%,1%,
CSc1nsc(SCC(=O)Nc2ccc(C(C)=O)cc2)n1,2.4%,4%,u,u,2%,
